Screens: PubChem BioAssay, several laboratories
IMP-1 inhibitor: inhibitors of Pseudomonas aeruginosa IMP-1 metallo-beta-lactamase | inhibition, % at 5.6 µM | AID 1556 | 0.45% of 290,000 active | purified IMP-1, nitrocefin hydrolysis, epi-absorbance fluorescence;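 active = inhibition above the mean plus 3 SD of all compounds in the same screening run, cut at about 4.5% in these data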;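 also: 0% = IMP-1 with DMSO and 100% = DMSO wells lacking enzyme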
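System: Purified recombinant IMP-1 metallo-beta-lactamase enzyme | Measured by: Fluorescence quenching readout, ex 480/em 530 nm | Replication: Singlicate | Incubation: 15 min preincubation plus 25 min reaction at 25 °C | Evaluation: Percent inhibition from optical density relative to buffer-blank wells | Benchmarks: DMSO with and without IMP-1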
NS3 helicase inh: inhibitors of Hepatitis C virus NS3 helicase; NS3 helicase DNA unwinding, Cy5 molecular beacon fluorescence; inhibition, % at 10.9 µM; 0.56% of 290,000 active; AID 1800;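 active = inhibition above the mean of all tested compounds plus 3 SD, set per campaign, cut at about 35% in these data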;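 also: 0% = DMSO wells and 100% = thioflavine S control wells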
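Assay system – hepatitis C virus NS3 helicase domain fragment enzyme · Buffer or medium – MOPS pH 6.5, MgCl2, DTT, Tween20, BSA · Reagent – Cy5/quencher beacon DNA duplex and ATP to start · Compound – single 10.9 µM dose · Timing – 1 h at 25 °C · Technique – Cy5 beacon fluorescence read at start and 1 h · Measure – % inhibition of unwinding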
SUMO HTRF inh: SUMOylation inhibition. P63279. HTRF SUMOylation assay, SAE1/SAE2 + UBC9, in vitro. inhibition, % at 35 µM. 0.36% of 290,000 active. AID 2006; in the data active = inhibition above about 50%, passing the limit was not always enough; also: strong numbers were not always called active
IDE inh: inhibitors of human insulin-degrading enzyme in cells; P14735; HEK cells, FAbetaB cleavage, fluorescence polarization; inhibition, % at 5.59 µM; 0.41% of 320,000 active; AID 434962;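 active = percent inhibition above the average of all tested compounds plus 3 SD, set per screening campaign, cut at about 16% in these data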;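 also: IDE supplied by intact live HEK cells; FP after avidin binding of uncleaved biotin substrate so inhibition keeps polarization high; 0% = DMSO wells and 100% = 60 µM reference IDE inhibitor Ii1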
DNA FID counter: fluorescent intercalator displacement, NS3 helicase counter-screen. DNA fluorescent intercalator displacement, fluorescence. 0.17% of 290,000 active. inhibition, % at 7.9 µM; in the data active = inhibition above about 37%;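 also: 0% = vehicle and 100% = reference compound; higher means more ethidium bromide displaced from hairpin DNA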
VIM-2 inh: inhibitors of Pseudomonas aeruginosa VIM-2 metallo-beta-lactamase; purified VIM-2, nitrocefin hydrolysis, epi-absorbance fluorescence; inhibition, % at 5.6 µM; AID 1527; 0.89% of 290,000 active;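 active = inhibition above the mean of all tested compounds plus 3 SD, cutoff set per screening run, cut at about 7.5% in these data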;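 also: red hydrolysis product quenches plate fluorescence so inhibitors raise well fluorescence; 0% = enzyme with DMSO and 100% = DMSO without enzyme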
M18AAP inhibitor: PfM18AAP enzyme inhibition | recombinant PfM18AAP, H-Glu-NHMec fluorogenic cleavage | 1.2% of 290,000 active | inhibition, % at 7.35 µM;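 active = inhibition above the campaign mean inhibition over all tested compounds plus 3 SD, cut at about 28% in these data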;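 also: 0% = plate median of test compound wells and 100% = 2 mM ZnCl2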
IDE act: boosts human insulin-degrading enzyme activity in HEK cells. FAbeta-B cleavage, fluorescence polarization; 0% vehicle, 100% cell-free pure enzyme wells. AID 493087. 0.073% of 340,000 active. activation, % at 5.96 µM;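 active = activation above the mean of all tested compounds plus 3 SD, set per screening campaign, cut at about 17% in these data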
pCIP destab: compounds decreasing mouse p/CIP protein stability | 0.01% of 290,000 active | F442A p/CIP-EGFP cells, EGFP fluorescence, 16 h | decrease of EGFP signal, % at 10 µM;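 active = EGFP signal decrease of at least 30% at 10 µM or well 3 SD below plate mean, unless failing retest; inactive = the rest, including hits failing retest or dose response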; also: some compounds called inactive have numbers as strong as hits; many of its hits are not listed in these tables
Target sequence (Q05BA5 1-1403): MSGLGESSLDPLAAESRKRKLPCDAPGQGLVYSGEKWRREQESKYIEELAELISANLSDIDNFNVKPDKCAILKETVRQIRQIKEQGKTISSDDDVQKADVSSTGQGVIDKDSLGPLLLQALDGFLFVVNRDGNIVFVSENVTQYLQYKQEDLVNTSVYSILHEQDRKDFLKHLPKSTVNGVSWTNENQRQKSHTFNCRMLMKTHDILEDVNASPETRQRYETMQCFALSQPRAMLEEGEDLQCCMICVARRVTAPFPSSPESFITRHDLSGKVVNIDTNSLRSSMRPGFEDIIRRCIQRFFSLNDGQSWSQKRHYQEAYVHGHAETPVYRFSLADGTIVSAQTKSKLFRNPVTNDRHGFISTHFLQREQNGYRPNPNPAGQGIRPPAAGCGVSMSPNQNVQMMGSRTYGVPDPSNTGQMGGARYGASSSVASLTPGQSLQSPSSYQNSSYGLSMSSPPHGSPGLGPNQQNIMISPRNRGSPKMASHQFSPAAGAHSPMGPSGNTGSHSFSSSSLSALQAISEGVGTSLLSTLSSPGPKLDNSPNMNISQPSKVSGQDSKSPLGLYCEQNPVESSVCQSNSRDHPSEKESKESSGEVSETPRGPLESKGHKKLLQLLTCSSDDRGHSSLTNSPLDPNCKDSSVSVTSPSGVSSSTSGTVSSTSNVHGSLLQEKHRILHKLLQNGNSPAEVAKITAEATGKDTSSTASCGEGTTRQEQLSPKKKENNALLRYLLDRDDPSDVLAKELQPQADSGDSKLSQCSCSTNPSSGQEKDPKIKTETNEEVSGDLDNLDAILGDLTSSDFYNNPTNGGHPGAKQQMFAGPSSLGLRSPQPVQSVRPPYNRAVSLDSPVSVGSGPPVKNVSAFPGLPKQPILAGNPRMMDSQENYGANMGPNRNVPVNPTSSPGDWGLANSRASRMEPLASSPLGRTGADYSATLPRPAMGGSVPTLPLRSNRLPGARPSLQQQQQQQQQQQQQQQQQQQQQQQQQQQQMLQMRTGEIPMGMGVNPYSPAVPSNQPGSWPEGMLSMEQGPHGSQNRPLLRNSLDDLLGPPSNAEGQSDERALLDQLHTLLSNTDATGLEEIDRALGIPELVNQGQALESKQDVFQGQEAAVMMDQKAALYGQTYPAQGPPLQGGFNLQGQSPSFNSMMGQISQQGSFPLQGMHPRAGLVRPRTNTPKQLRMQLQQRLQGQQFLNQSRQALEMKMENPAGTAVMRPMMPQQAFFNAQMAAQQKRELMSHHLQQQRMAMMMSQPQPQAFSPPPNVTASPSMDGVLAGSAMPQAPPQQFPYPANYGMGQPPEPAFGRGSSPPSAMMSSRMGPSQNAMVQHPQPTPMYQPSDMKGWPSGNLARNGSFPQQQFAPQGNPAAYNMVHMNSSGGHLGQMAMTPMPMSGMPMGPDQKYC
Numbers without * were called inactive; . = no result given.

Letter code: A = IMP-1 inhibitor; B = NS3 helicase inh; C = SUMO HTRF inh; D = IDE inh; E = DNA FID counter; F = VIM-2 inh; G = M18AAP inhibitor; H = IDE act; I = pCIP destab
CC(C)Cc1nnc(NC(=O)Nc2ccccc2)s1
  A: 1.9	B: 4	C: 14	D: -4	E: -16	F: 1.1	G: -8	H: 2	I: -17

Cc1ccc(/C=C/c2nnc(-c3ccc(C)cc3)o2)cc1
  A: -2.6	B: 3	C: 6	D: 2	E: -2	F: 0.5	G: -4	H: 0	I: -6

Cc1ccc(C)c(NC(=S)N2C3CCCC2CC(NC(=O)C2CC2)C3)c1 (stereo unspecified)
  A: -2.0	B: 6	C: 19	D: 3	E: -10	F: -2.9	G: 0	H: 3	I: -8

COC(=O)C(NC(=O)CN1C(=O)c2ccccc2C1=O)c1ccc(O)c(OC)c1 (stereo unspecified)
  A: -4.4	B: 16	C: 13	D: 4	E: -13	F: -1.3	G: -6	H: 1	I: -16

CC(=O)Nc1ccc(C(=O)CSc2nnc(-c3ccc(O)cc3)n2CC2CCCO2)cc1 (stereo unspecified)
  A: -4.7	B: 11	C: 9	D: 2	E: -12	F: -1.4	G: 2	H: 2	I: 2

CCc1ccc(C(=O)COc2ccc(NC(C)=O)cc2)cc1
  A: -3.0	B: 5	C: 2	D: 4	E: -10	F: -4.7	G: -4	H: 4	I: -9

CCO[C@@H]1OC(C(N)=O)=C[C@H](c2coc3ccccc3c2=O)[C@H]1CCCO
  A: .	B: .	C: -13	D: 0	E: .	F: .	G: .	H: -5	I: -1

CNC(=S)N1N=C(c2ccc(C)cc2)CC1c1ccc(OC)cc1 (stereo unspecified)
  A: 0.2	B: -15	C: -43	D: 1	E: -18	F: -3.0	G: -2	H: 1	I: 0

Cc1cc(C)cc(NC(=S)NCC2CCCO2)c1 (stereo unspecified)
  A: -2.2	B: 1	C: -4	D: 2	E: -4	F: -1.5	G: -3	H: -1	I: 3

CC(CCc1ccccc1)NC(=O)COC(=O)c1ccc([N+](=O)[O-])cc1 (stereo unspecified)
  A: -1.8	B: -13	C: 6	D: -5	E: -15	F: 1.5	G: -2	H: 1	I: -2

O=C(N/N=C/c1ccc([N+](=O)[O-])o1)c1cc2c(ccc3ccccc32)o1
  A: -1.6	B: 8	C: .	D: .	E: -6	F: -1.6	G: -1	H: -1	I: -5

O=C(NNc1cccc(Cl)n1)C1CC1
  A: -2.1	B: 5	C: -1	D: 1	E: 1	F: -2.6	G: 11	H: 3	I: -1

CCOC(=O)C1=C(N)N2C(=O)CSC2=C(C(=O)OC)C1
  A: -4.6	B: 14	C: 11	D: 5	E: 2	F: -2.4	G: 2	H: 0	I: -3

O=C1CCCN1CCC12CC3CC(CC(C3)C1)C2
  A: 0.0	B: 0	C: 8	D: -3	E: -21	F: 1.0	G: -1	H: -2	I: 0

Cc1cc(NC(=O)c2ccccc2F)n(C(C)(C)C)n1
  A: -3.7	B: 1	C: 14	D: 2	E: -4	F: -1.9	G: -13	H: .	I: -8

Cc1cccc(S(=O)(=O)c2c(N)n(/N=C/c3ccco3)c3nc4ccccc4nc23)c1
  A: 1.4	B: 24	C: 25	D: -2	E: -9	F: 0.4	G: 0	H: 5	I: -36

Cc1ncc(CN2CCN(CCc3ccccc3)C(CCO)C2)s1 (stereo unspecified)
  A: -2.8	B: 7	C: 4	D: 1	E: -2	F: -1.2	G: -5	H: -4	I: -8

Cc1ccc(S(=O)(=O)CCC(=O)NCCN2C(=O)S/C(=C/c3ccc(F)cc3)C2=O)cc1
  A: 0.2	B: 2	C: 0	D: 8	E: -26	F: -1.1	G: -3	H: -3	I: -2

O=C(N/N=C/c1ccc2c(c1)OCCO2)c1ccncc1
  A: -2.3	B: 2	C: 6	D: -2	E: -3	F: -2.9	G: 2	H: 3	I: 6

N#Cc1nc(COc2cccc(Cl)c2)oc1N1CCCC1
  A: -0.2	B: -10	C: 1	D: 2	E: -11	F: -0.9	G: -7	H: 2	I: -4

CSc1nc2ccccc2cc1/C=C(\C#N)c1cccc(C)c1
  A: -3.0	B: 3	C: 6	D: -2	E: 0	F: -3.9	G: -1	H: 6	I: -2

COc1cccc(CNC(=O)Cn2c(=O)oc3ccccc32)c1OC
  A: -0.5	B: -8	C: -6	D: 3	E: -1	F: -3.4	G: -1	H: 6	I: 14

O=C(CC(Cc1ccccc1)C(=O)O)Nc1ccc(F)cc1 (stereo unspecified)
  A: -1.1	B: -1	C: 9	D: -4	E: -7	F: 0.5	G: -4	H: 3	I: -14

CN(Cc1ccccc1)c1nc2c(c(=O)[nH]c(=O)n2C)n1CCSc1nc2ccccc2[nH]1
  A: 1.5	B: -1	C: 15	D: 1	E: -33	F: 2.5	G: 6	H: 6	I: 3

CCc1ccc2nc(N(CCCN(C)C)C(=O)c3ccc(C(=O)c4ccccc4)cc3)sc2c1
  A: -3.5	B: -29	C: -7	D: 0	E: 38*	F: -2.9	G: 3	H: 4	I: -13

Cc1c(NC(=O)C2(c3ccc(Cl)cc3)CCCC2)c(=O)n(-c2ccccc2)n1C
  A: -2.5	B: -2	C: 8	D: 2	E: -8	F: -0.5	G: 1	H: -1	I: 0

Cc1c(C(=O)NCc2c(F)cc(F)cc2F)oc2ccc(S(=O)(=O)N3CCOCC3)cc12
  A: -2.3	B: -10	C: -7	D: -3	E: -31	F: -2.3	G: 0	H: -3	I: 11

CCOC(=O)CSC1=Nc2ccccc2C2=NC(CC(=O)NCc3ccc4c(c3)OCO4)C(=O)N12 (stereo unspecified)
  A: -1.7	B: 1	C: 29	D: 8	E: -11	F: -0.2	G: 10	H: 2	I: 43

CCOC(=O)C1C2C=CC3(CN(c4ccccc4CC)C(=O)C13)O2 (stereo unspecified)
  A: -3.3	B: 4	C: .	D: -3	E: -4	F: -1.3	G: 7	H: 2	I: .

Nc1c(C(=O)c2cccs2)sc2nsc(SCCN3CCCCC3)c12
  A: 6.4*	B: -21	C: 16	D: 23*	E: 8	F: 14*	G: 29*	H: -53	I: -59

Arranged by heavy-atom count (largest number first): part of the list above.
Letter code: A = IMP-1 inhibitor; B = NS3 helicase inh; C = SUMO HTRF inh; D = IDE inh; E = DNA FID counter; F = VIM-2 inh; G = M18AAP inhibitor; H = IDE act; I = pCIP destab
O=C(N/N=C/c1ccc([N+](=O)[O-])o1)c1cc2c(ccc3ccccc32)o1
  A: -1.6	B: 8	C: .	D: .	E: -6	F: -1.6	G: -1	H: -1	I: -5

COc1cccc(CNC(=O)Cn2c(=O)oc3ccccc32)c1OC
  A: -0.5	B: -8	C: -6	D: 3	E: -1	F: -3.4	G: -1	H: 6	I: 14

Cc1cc(C)cc(NC(=S)NCC2CCCO2)c1 (stereo unspecified)
  A: -2.2	B: 1	C: -4	D: 2	E: -4	F: -1.5	G: -3	H: -1	I: 3

Profiles as entered above. Screens in order: IMP-1 inhibitor	NS3 helicase inh	SUMO HTRF inh	IDE inh	DNA FID counter	VIM-2 inh	M18AAP inhibitor	IDE act	pCIP destab
Cc1ncc(CN2CCN(CCc3ccccc3)C(CCO)C2)s1 (stereo unspecified) in the list: -2.8	7	4	1	-2	-1.2	-5	-4	-8
CC(CCc1ccccc1)NC(=O)COC(=O)c1ccc([N+](=O)[O-])cc1 (stereo unspecified) in the list: -1.8	-13	6	-5	-15	1.5	-2	1	-2

(next part)
Letter code: A = IMP-1 inhibitor; B = NS3 helicase inh; C = SUMO HTRF inh; D = IDE inh; E = DNA FID counter; F = VIM-2 inh; G = M18AAP inhibitor; H = IDE act; I = pCIP destab
O=C(CN(Cc1ccc(F)cc1)C(=O)CCC(=O)Nc1nccs1)NCc1ccc(F)cc1
  A: -4.0	B: -5	C: 0	D: -2	E: -36	F: -1.9	G: 2	H: -2	I: -11

O=Cc1ccc(-c2cccc(C(=O)O)c2)o1
  A: -1.4	B: 0	C: 18	D: 4	E: 0	F: -0.5	G: 1	H: 4	I: 4

Cc1cccc2nc(CSc3nc4ccc([N+](=O)[O-])cc4[nH]3)c(Br)n12
  A: -2.6	B: -16	C: -3	D: 5	E: 5	F: -1.3	G: 7	H: -4	I: 0

Cc1ccc2nsnc2c1S(=O)(=O)N1CCN(C)CC1
  A: -1.1	B: 5	C: -5	D: 3	E: 2	F: -1.6	G: 1	H: 6	I: 5

NC(=O)c1cnn(-c2cccc(Cl)c2)c1N
  A: -0.8	B: 1	C: 6	D: 4	E: -5	F: -0.2	G: -3	H: 2	I: -12

O=C(Cn1cncn1)c1ccccc1
  A: -4.0	B: -3	C: 14	D: 7	E: 1	F: -2.4	G: 4	H: 9	I: -15

COc1ccc(N(C)S(=O)(=O)c2ccc3c(c2)NC(=O)CO3)c(OC)c1
  A: -0.8	B: -5	C: -4	D: 3	E: -24	F: -1.4	G: -3	H: -2	I: 0

CCN(CC)S(=O)(=O)c1cc(C)ccc1NC(=S)Nc1cccnc1
  A: 0.3	B: 1	C: -8	D: -1	E: -12	F: -0.4	G: 1	H: 0	I: 12

O=C(NCCCn1ccnc1)C(=O)NC1CCCCC1
  A: -3.2	B: -2	C: 26	D: 4	E: 9	F: -2.6	G: 7	H: -4	I: -15

O=C(NC1CCN(C(=O)Nc2ccccc2)CC1)C1CCCCC1
  A: -2.6	B: 1	C: 22	D: 6	E: 1	F: -0.3	G: -1	H: 0	I: -6

O=C(NCc1ccc[n+](CCCCS(=O)(=O)[O-])c1)c1ccc(OC(F)F)cc1
  A: -1.7	B: 2	C: 24	D: 2	E: 0	F: -3.0	G: 3	H: .	I: 1

C[C@@H](NC(=O)[C@@H]1Cc2ccccc2CN1)C(=O)Nc1ccc2c(c1)OCO2
  A: -3.7	B: 11	C: 1	D: -3	E: -3	F: -2.3	G: 1	H: 2	I: -16

Cc1cccc(N(C(=O)Nc2ccc(Cl)cc2)C2=NCC(C)S2)n1 (stereo unspecified)
  A: -1.3	B: -5	C: 9	D: 2	E: -3	F: -2.6	G: 1	H: 10	I: -1

Cc1cccc(CC(=O)N2CCC(N3CCC(C(=O)N4CCOCC4)CC3)CC2)c1
  A: -0.5	B: 14	C: 8	D: 4	E: 8	F: -0.6	G: -6	H: -1	I: -6

CC(C)(C)NC(=O)Cn1cnc2cc([N+](=O)[O-])ccc2c1=O
  A: -0.4	B: -7	C: 14	D: 5	E: 3	F: -0.8	G: 4	H: 7	I: -8

Cc1cc(NC(=S)N(CCN2CCOCC2)Cc2ccccc2F)ccc1Cl
  A: -0.9	B: -5	C: 3	D: 5	E: 7	F: 0.0	G: -6	H: -5	I: -8

Cc1ccc(S(=O)(=O)N2CCC3(CC2)OCCO3)s1
  A: -1.5	B: -4	C: -29	D: 2	E: -7	F: -4.2	G: 3	H: 5	I: 5

CC(=O)c1c(-c2ccccc2)c2ccccc2[nH]c1=O
  A: -2.1	B: 5	C: -5	D: -1	E: -5	F: -1.8	G: -3	H: 3	I: -1
